# Screening results deposited in PubChem by several laboratories.
# 3CLpro inhibitor – SARS-CoV 3CLpro protease inhibition | 290,000 compounds, 0.14% hits | P0C6X7 | inhibition, % at 6 µM | recombinant SARS-CoV 3CLpro, quenched FRET peptide cleavage; in the data active = inhibition above about 12%
# PriA SSB inh – blocks PriA binding to SSB C-terminal tail | AlphaScreen SSBct-PriA binding, biotinylated peptide | inhibition, % at 33 µM | 430,000 compounds, 0.6% hits | AID 1272365; in the data active = inhibition mostly above about 37%, no sharp cut-off; inactive = mostly below about 20%;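 note: plate controls were negative control peptide for no effect and reference peptide for full effect; strong numbers were not always called active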
# Anthrax LF prot – inhibitors of Bacillus anthracis lethal factor protease; AID 588501; 360,000 compounds, 0.12% hits; P15917; multiplex microsphere protease cleavage assay, LF; inhibition, % at 10 µM; note: plate controls were buffer without enzyme for full effect and enzyme alone for no effect
# PrPC TRFRET – cell surface PrPC inhibition, primary TR-FRET screen; P04156; TR-FRET read-out; inhibition, % at 13.8 µM; 370,000 compounds, 0.43% hits; AID 720596; in the data active = inhibition above about 24%; note: 0% = median of the test wells and 100% = reference compound wells
# PfHsp40 rescue – rescue of PfHsp40-mediated yeast toxicity; S. cerevisiae expressing PfHsp40, growth rescue, ATP luminescence; 340,000 compounds, 0.68% hits; growth rescue, % at 12.5 µM; in the data active = growth rescue above about 28%, passing the limit was not always enough; inconclusive = no clear call, values can overlap the other calls;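 note: yeast W303a lacking pdr1 and pdr3 grown in galactose medium; growth measured after three days at 30 °C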
# TcdB GH inh – inhibitors of Clostridioides difficile toxin B glycohydrolase | P18177 | TcdB glycohydrolase enzymatic assay, plate reader | inhibition, % at 9.99 µM | 350,000 compounds, 0.24% hits | AID 652162; in the data active = inhibition above about 10%
# Target sequence (P18177 whole entry, looked up): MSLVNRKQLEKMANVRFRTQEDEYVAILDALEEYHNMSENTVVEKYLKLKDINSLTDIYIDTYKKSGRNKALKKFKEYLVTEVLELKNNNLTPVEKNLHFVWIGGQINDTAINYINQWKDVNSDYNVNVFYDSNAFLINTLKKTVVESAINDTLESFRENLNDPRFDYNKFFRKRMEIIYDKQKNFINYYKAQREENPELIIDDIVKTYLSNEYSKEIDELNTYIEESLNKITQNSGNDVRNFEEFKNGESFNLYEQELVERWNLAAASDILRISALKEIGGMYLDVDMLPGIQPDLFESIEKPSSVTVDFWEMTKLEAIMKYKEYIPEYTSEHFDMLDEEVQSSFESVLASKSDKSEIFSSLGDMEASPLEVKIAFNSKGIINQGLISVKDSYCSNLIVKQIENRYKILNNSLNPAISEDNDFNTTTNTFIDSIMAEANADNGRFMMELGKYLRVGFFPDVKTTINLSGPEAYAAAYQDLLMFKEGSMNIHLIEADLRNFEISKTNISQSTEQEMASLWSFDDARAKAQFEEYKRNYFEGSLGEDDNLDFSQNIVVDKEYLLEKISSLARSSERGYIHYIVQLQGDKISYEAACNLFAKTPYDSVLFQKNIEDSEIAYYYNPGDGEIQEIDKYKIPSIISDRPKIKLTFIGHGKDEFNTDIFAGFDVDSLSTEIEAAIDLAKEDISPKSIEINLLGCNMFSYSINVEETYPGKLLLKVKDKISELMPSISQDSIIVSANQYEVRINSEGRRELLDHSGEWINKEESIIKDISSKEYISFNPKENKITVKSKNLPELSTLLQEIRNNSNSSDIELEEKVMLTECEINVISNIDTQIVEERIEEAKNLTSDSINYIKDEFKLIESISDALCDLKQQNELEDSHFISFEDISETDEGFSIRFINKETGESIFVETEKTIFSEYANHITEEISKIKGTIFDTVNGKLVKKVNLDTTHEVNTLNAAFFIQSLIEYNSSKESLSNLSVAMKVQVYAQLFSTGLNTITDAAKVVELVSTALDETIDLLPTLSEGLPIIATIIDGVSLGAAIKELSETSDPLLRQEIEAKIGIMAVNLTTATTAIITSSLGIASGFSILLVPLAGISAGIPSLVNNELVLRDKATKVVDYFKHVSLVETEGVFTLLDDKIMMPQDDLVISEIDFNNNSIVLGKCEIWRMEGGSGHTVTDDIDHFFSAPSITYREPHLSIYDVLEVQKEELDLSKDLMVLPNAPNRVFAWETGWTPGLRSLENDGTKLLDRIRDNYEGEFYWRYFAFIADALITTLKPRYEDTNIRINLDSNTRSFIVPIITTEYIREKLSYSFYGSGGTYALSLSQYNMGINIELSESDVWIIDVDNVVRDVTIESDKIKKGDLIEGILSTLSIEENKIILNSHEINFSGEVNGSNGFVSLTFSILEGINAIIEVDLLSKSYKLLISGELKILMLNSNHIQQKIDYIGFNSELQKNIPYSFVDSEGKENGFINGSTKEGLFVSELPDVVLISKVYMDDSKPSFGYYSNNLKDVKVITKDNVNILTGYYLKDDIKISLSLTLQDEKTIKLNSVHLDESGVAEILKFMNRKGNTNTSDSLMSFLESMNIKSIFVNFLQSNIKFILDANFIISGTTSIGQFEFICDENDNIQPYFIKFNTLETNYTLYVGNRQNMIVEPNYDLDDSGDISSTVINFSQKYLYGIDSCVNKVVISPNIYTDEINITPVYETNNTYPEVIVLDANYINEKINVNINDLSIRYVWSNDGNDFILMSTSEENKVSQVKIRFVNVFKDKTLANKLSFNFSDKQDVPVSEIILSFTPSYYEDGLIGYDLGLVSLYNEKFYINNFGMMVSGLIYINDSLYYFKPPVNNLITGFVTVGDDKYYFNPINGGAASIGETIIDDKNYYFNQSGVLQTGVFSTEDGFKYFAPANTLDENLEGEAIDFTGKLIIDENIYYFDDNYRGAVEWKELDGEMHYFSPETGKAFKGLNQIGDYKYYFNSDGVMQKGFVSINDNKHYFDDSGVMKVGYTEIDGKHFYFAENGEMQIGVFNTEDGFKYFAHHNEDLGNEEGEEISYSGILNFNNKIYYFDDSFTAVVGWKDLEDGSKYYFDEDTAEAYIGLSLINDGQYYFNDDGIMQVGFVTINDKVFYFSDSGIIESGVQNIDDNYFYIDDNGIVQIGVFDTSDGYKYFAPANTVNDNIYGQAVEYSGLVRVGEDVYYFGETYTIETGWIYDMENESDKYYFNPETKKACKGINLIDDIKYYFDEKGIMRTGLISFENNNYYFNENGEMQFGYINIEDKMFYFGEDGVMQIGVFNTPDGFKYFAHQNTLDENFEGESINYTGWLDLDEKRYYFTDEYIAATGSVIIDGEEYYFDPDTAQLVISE
# Vc quorum ag – quorum light induction in luxS cqsA deficient V. cholerae. activation, % at 18.7 µM. 350,000 compounds, 0.16% hits. V. cholerae BH1578 lux reporter, luminescence, 6 h. AID 588436; in the data active = activation mostly above about 9.7%, no sharp cut-off; inconclusive = no clear call, values can overlap the other calls; inactive = mostly below about 3.7%; note: not every result past the cut was called active; inactives centre near 0; reference of the scale not given here
# Yp Topo-I inh – inhibitors of Yersinia pestis topoisomerase I | Y. pestis Topo-I cleavage product accumulation, plate reader | activity, % at 10 µM | 360,000 compounds, 0.064% hits | AID 504884; in the data active = activity above about 50%, passing the limit was not always enough; inconclusive = no clear call, values can overlap the other calls; note: inactives centre near 2
# BoNT A protease – BoNT A light chain protease inhibition; inhibition, % at 10 µM; 360,000 compounds, 0.17% hits; multiplex microsphere protease substrate cleavage, flow cytometry; AID 588499; note: plate controls were buffer without enzyme for full effect and enzyme alone for no effect
# * = called active by the depositor; i = inactive; ? = inconclusive; . = not tested or not shown; & = joins results of further samples. Cut-off read from the data, not from the text of the source, unless noted: active = inhibition above about 30%; inconclusive = no clear call, values can overlap the other calls; inactive = below that. A portion of the library (hit frequency here may not be typical).
SMILES,3CLpro inhibitor,PriA SSB inh,Anthrax LF prot,PrPC TRFRET,PfHsp40 rescue,TcdB GH inh,Vc quorum ag,Yp Topo-I inh,BoNT A protease
Cc1cnc(C(=O)OCC(=O)N2CCc3ccccc32)cn1,6,-8,2,6,-0.7,0.5,-1.0,-4,0.7
CC1=C(C(=O)OCC2CCCO2)C(c2ccc(Cl)c(Cl)c2)NC(=O)N1 (stereo unspecified),2,-4,-4,0,0.1,0.6,i,4,1.0
O=c1c2c(n3cnnc3n1C1CCCCC1)-c1ccccc1CC21CCCCC1,3,-14,-2,0,-1.4,.,1.4,1,1.9
CC1CN1P1(=O)OCC(C)([N+](=O)[O-])CO1 (stereo unspecified),.,-18,-5,9,-0.9,1.0,-0.9,5,0.2
CCCCSc1nc2c(c(C(F)(F)F)c1C#N)CCC2,-5,-94,-11,0,0.8,0.1,-0.4,1,1.0
Cc1cccc(N2CCN(C(=O)Cc3cn(C)c4ccccc34)CC2)c1C,-2,15,3,1,-0.2,.,-3.8,25,1.2
O=C1c2ccc3c4c(ccc(c24)C(=O)N1NC(=O)C(F)(F)F)CC3,-2,0,1,-12,0.0,.,i,2,2.0
O/C(=C\c1nc2ccccc2[nH]1)c1cccs1,-4,6,-2,-8,-0.3,1.1,-0.2,7,2.1
O=C(O)CCCc1c(-[n+]2ccccc2)[nH]c2ccccc12,0,2,4,-4,0.1,-0.2,0.4,0,-0.8
CCOc1ccc(C(=O)Nc2cc(C)on2)cc1OCC,7,-4,0,0,-0.7,.,3.5,2,1.5
NS(=O)(=O)c1ccc2nc(-c3ccccc3)c(-c3ccccc3)nc2c1,2,-1,-1,-27,0.3,-1.1,0.4,4,1.3
CCOc1ccc(C2/C(=C(\O)c3ccc(OC)c(OC)c3)C(=O)C(=O)N2c2cc(C)on2)cc1OC (stereo unspecified),-8,.,2,-10,1.8,.,.,5,-0.7
COc1cccc(NC(=O)c2ccc(S(=O)(=O)N3CCCCC3)cc2)c1,2,-29,8,15,-0.9,1.0,-0.3,8,-0.4
CCOc1c2ccc(C(=O)NCc3ccc4c(c3)OCO4)cc2nn1CCOC,5,-10,-3,0,0.0,-0.6,-5.9,-4,-0.2
O=C(CCC(=O)Nc1ccccc1Cl)NNC(=O)COc1ccc([N+](=O)[O-])cc1,.,-2,.,-5,-0.4,0.2,0.3,7,.
COc1ccc(C2(C(=O)Nc3ccc(C(=O)O)cc3)CCOCC2)cc1,-3,2,3,-2,-0.1,.,-0.2,-2,0.0
CCCC(NC(=S)NCC1CCCO1)C12CC3CC(CC(C3)C1)C2 (stereo unspecified),-2,-3,-3,6,?,0.9,-0.2,12,0.0
c1ccc(-c2csc3ncnc(N4CCN(Cc5ccc6c(c5)OCO6)CC4)c23)cc1,-1,3,-5,-8,0.3,0.7,i,16,-0.5
C/C=C/C(=O)OCC(=O)Nc1nc2ccc(C)cc2s1,0,-2,0,6,-0.2,.,i,3,-0.3
O=C(NCc1ccco1)c1cccc2c1C(=O)c1ccc(N3CCC(N4CCCCC4)CC3)cc1S2(=O)=O,.,.,-1,-31,.,-1.7,-0.5,0,1.0

# Random excerpt: six entries already listed
SMILES,3CLpro inhibitor,PriA SSB inh,Anthrax LF prot,PrPC TRFRET,PfHsp40 rescue,TcdB GH inh,Vc quorum ag,Yp Topo-I inh,BoNT A protease
CC1=C(C(=O)OCC2CCCO2)C(c2ccc(Cl)c(Cl)c2)NC(=O)N1 (stereo unspecified),2,-4,-4,0,0.1,0.6,i,4,1.0
C/C=C/C(=O)OCC(=O)Nc1nc2ccc(C)cc2s1,0,-2,0,6,-0.2,.,i,3,-0.3
CCCC(NC(=S)NCC1CCCO1)C12CC3CC(CC(C3)C1)C2 (stereo unspecified),-2,-3,-3,6,?,0.9,-0.2,12,0.0
O=C(NCc1ccco1)c1cccc2c1C(=O)c1ccc(N3CCC(N4CCCCC4)CC3)cc1S2(=O)=O,.,.,-1,-31,.,-1.7,-0.5,0,1.0
Cc1cccc(N2CCN(C(=O)Cc3cn(C)c4ccccc34)CC2)c1C,-2,15,3,1,-0.2,.,-3.8,25,1.2
NS(=O)(=O)c1ccc2nc(-c3ccccc3)c(-c3ccccc3)nc2c1,2,-1,-1,-27,0.3,-1.1,0.4,4,1.3

# (next part)
SMILES,3CLpro inhibitor,PriA SSB inh,Anthrax LF prot,PrPC TRFRET,PfHsp40 rescue,TcdB GH inh,Vc quorum ag,Yp Topo-I inh,BoNT A protease
CCc1ccc(C2NC(=S)NC3=C2C(=O)CC(C)(C)C3)cc1 (stereo unspecified),2,-8,-1,6,-0.5,.,-0.3,-5,0.4
CC1(C)Cc2cccc(C(=O)Nc3ccc(F)cc3F)c2O1,0,-7,-10,3,1.4,0.5,-0.8,2,-2.1
COCCNc1nc(Nc2ccc(C(=O)OC)cc2)c2sccc2n1,.,.,-3,6,.,1.2,i,2,0.3
COc1ccc(C)cc1NC(=O)CN1C(=O)COc2ccc(S(=O)(=O)N3CCCCC3)cc21,-5,-8,-4,-1,-0.6,1.6,-0.3,14,0.7
O=C(NCc1cccnc1)c1ccc(Br)o1,.,-7,1,3,0.3,-1.2,-5.0,-3,3.2
CCc1nc2ccc(C(=O)NCc3ccccc3OC)cn2c1N(C)C(=O)Cc1ccccc1,.,.,-3,0,.,0.5,-0.6,0,-0.5
Cc1ccnc(NC(=S)NC(=O)c2cccs2)c1,1,3,0,12,5.6,1.6,-0.7,-1,0.4
CSc1cccc(NC(=S)NCCCN2CCN(c3ccc(F)cc3)CC2)c1,2,11,1,-5,0.9,0.8,i,7,-1.8
O=C(NC1CCCCC1)c1ccc2c(c1)S(=O)(=O)c1ccccc1C2=O,.,-2,0,-16,-0.9,.,-2.4,2,0.1
CCOC(=O)CSc1snnc1C,3,-18,0,-3,0.4,.,-0.5,2,2.3
CCCCNC(=O)c1sc2ncnc(N3CCc4ccccc4C3)c2c1C,1,-17,-3,-7,0.6,0.6,-1.2,-1,0.3
N#CCCn1cc(C(=O)Nc2ccc(F)cc2)c(-c2ccccc2)n1,1,-11,11,-1,1.8,0.5,i,-3,-1.8
O=S(=O)(Nc1ccc(S(=O)(=O)Nc2nccs2)cc1)c1ccc(Br)cc1,47*,-5,-4,-6,-0.8,0.3,-0.3,0,0.3
COc1cc(SC)ccc1C(=O)Nc1cc(C)ccn1,4,-25,-1,1,4.3,.,-0.3,-5,0.5
CCNC(COC(=O)c1ccc([N+](=O)[O-])cc1)C1CCCCC1 (stereo unspecified),.,-23,9,7,0.4,0.2,-1.1,-6,-0.2
Cc1ccnc2nc(C(=O)OCC(=O)Nc3ccc([N+](=O)[O-])cc3Br)nn12,.,-3,2,-9,1.4,2.9,0.0,-2,0.6
CC1(C)CC(=O)/C(=C(/O)Cc2ccccc2)C(=NCCc2ccccc2)C1,4,.,0,3,0.6,.,-0.4,23,-0.6
Cc1cc(Cl)ccc1NC(=S)N1CCOCC1,0,-7,1,2,1.0,-1.1,-0.2,7,0.2
CN(C)c1ccc(Nc2ncnc3ccc(Br)cc23)cc1,2,7,-11,2,0.0,-3.9,1.2,2,1.7
CC1(C(=O)NS(=O)(=O)c2ccc(F)cc2F)CCN1C(=O)C1(c2ccc(Cl)cc2)CCC1 (stereo unspecified),.,.,-7,1,.,-0.6,i,-3,-0.6
Nn1c(SCc2ccccc2)nc2ccccc21,1,-9,-2,5,4.7,-1.1,-0.4,0,2.5
CCC1NC(=O)c2cc3ccccc3cc2-n2c1nc1cc(C)cc(C)c1c2=O (stereo unspecified),.,.,-9,0,.,0.2,0.1,-4,-0.1
Cc1noc(/C=C/N(C)C)c1S(=O)(=O)N1CCCC(C(=O)NCc2ccccc2Cl)C1 (stereo unspecified),3,3,0,-1,0.7,.,1.0,2,0.4
CCOC(=O)c1c(C)[nH]c(C(=O)CSc2nc(C)cc(C)n2)c1C,3,0,-2,8,?,.,-0.3,0,0.3
CC(C)OCCCNC(=O)c1ccc(C2SCC(=O)N2Cc2ccco2)cc1 (stereo unspecified),-4,1,1,1,0.3,-0.9,2.8,3,0.1
Cc1cc(=O)[nH]c(CCl)n1,-2,-11,2,-6,0.2,0.8,-0.2,-6,-0.8
CC(C)[C@H](NC(=O)C1CCN(S(=O)(=O)c2ccc(F)cc2)CC1)C(=O)N1CCCCCC1,0,2,-4,3,0.3,-1.3,i,10,-2.0
CCNC(=O)C1(C)CCCN(Cc2csc3ccccc23)C1 (stereo unspecified),.,.,3,-5,.,1.7,i,17,0.3
COc1ccc(CCNC(=O)CSc2n[nH]c(N)n2)cc1OC,1,6,1,-2,-1.8,0.8,-0.4,-8,0.9
Cn1c(N2CCOCC2)c(C#N)c2ccccc21,-1,-13,7,7,-1.9,0.1,-1.1,0,-1.7
NC(=O)c1ccc(-c2nnc(Nc3ccc(S(N)(=O)=O)cc3)c3ccccc23)cc1,6,-8,-4,-12,0.8,0.8,i,-5,-1.5
O=C(COC(=O)c1ccc2c(c1)OCCO2)Nc1ccc(F)cc1F,.,-3,-7,0,-1.7,0.6,0.6,-3,-0.2
C[C@H](CO)N1C[C@H](C)[C@@H](CN(C)C(=O)c2ccc3ccn(C)c3c2)OCc2cn(nn2)CCCC1=O,.,.,0,-5,.,-0.6&0.5,i,-3,0.3
CC(=O)Nc1cc([N+](=O)[O-])ccc1N1CCOCC1,0,-9,-1,-17,0.0,0.4,i,-2,-0.5
O=C(Nc1nnc(SCc2cccc(F)c2)s1)c1ccco1,1,0&-20,1,8,-0.4,2.0,-0.7,6,-0.5
O=c1[nH]c(CN2CCOCC2)nc2scc(-c3ccccc3)c12,-6,4,-2,7,-1.3,2.6,-1.4,-7,0.2
Nc1nnc(/C=C/c2ccccc2)s1,0,-6,-5,-4,-1.8,0.0,-1.0,0,0.4
COc1ccccc1CCC(=O)OCC(=O)Nc1ccc(C)c(S(=O)(=O)N2CCCCC2)c1,.,2,-5,-1,0.3,-1.4,-3.4,41,2.1
CCN(CCO)c1ncnc2c1sc1nc(CC(C)C)c3c(c12)CC(C)(C)OC3,-2,-20,-3,-10,-0.3,.,-3.6,-3,1.2
CCOc1ccccc1C(=O)NC(C(=O)OCn1nnc2ccccc2c1=O)C(C)C (stereo unspecified),.,.,0,1,.,2.0,i,20,-0.3
CC(Oc1ccc(Cl)cc1)C(=O)NNC(=S)NC(=O)c1ccco1 (stereo unspecified),8,29,-4,7,68*,-0.4,-0.2,3,-1.7
Cc1ccc(-c2csc(N/N=C/c3ccco3)n2)c(C)c1,0,.,-1,7,-0.2,.,-0.1,-5,0.3
COC(=O)C1CCN(C(=O)c2ccc(Cl)c(S(=O)(=O)NCc3cccnc3)c2)CC1,6,-8,-3,5,-1.7,.,-1.0,7,?
CCOC(=O)C1CCN(S(=O)(=O)C(F)(F)c2nc3ccccc3s2)CC1,1,-10,2,3,0.8,-0.9,-7.1,1,0.6
Cc1cc(NC(=O)Nc2cccc(Cl)c2)no1,.,.,0,-6,.,0.8,i,6,-0.1
CSc1nc(Cl)cc(Nc2ccccc2N)n1,5,-6,-7,5,-2.0,-0.3,-1.0,2,-0.3
C=C(C)CN=C1NN=C(c2cc(C)n(-c3ccc(C)cc3)c2C)CS1,-2,17,-1,7,-1.3,.,-0.3,2,0.5
CCOC(=O)N1CCN(S(=O)(=O)N2CCCC(C(=O)NCCc3ccc(C)cc3)C2)CC1 (stereo unspecified),-3,5,-1,2,-1.4,0.1,-0.9,3,-0.7
O=C(NCCC(=O)N1CCN(c2ccccn2)CC1)c1ccc(Br)cc1,.,0,2,6,0.4,6.6,i,5,-9.0
COc1ccc2oc(=O)c(N3C(=O)c4ccccc4C3=O)cc2c1,-5,-5,-3,3,-1.7,0.5,i,0,-0.9
O=[N+]([O-])c1ccccc1S(=O)(=O)N1CCN(CC2CC3C=CC2C3)CC1 (stereo unspecified),-3,19,-6,-3,-0.4,-0.1,-0.3,2,-0.8
COc1ccc(OC)c(CNC(=O)C2CCCN(S(=O)(=O)N3CCC(C)CC3)C2)c1 (stereo unspecified),3,1,-1,1,-0.3,1.5,i,16,0.4
Cn1c(=O)[nH]c(N)c(Br)c1=O,.,-7,-5,7,0.5,1.1,-5.6,-5,-0.2
